High-throughput results as filed in PubChem BioAssay.
Cdc25B inh: inhibitors of human Cdc25B phosphatase. P30305. recombinant Cdc25B, OMFP fluorescence Ex485/Em525. inhibition, %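 (compounds tested at 10 µM final in the well)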. 0.1% of 65,000 active; in the data active = inhibition above about 50%
HEK293 NFkB inh: inhibitors of the PMA/ionomycin-induced NF-kB reporter in HEK293 cells; HEK-293 NF-kB luciferase reporter, luminescence; inhibition, % at 3 µM; 0.21% of 62,000 active; AID 465;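 active = inhibition above the mean of all tested compounds plus 3 SD, cut at about 40% in these data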;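 also: 0% = stimulated DMSO wells and 100% = 10 µM reference inhibitor 5653914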
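Reagent: PMA plus ionomycin mix as NF-kB-activating stimulus. Assay system: NF-kB luciferase reporter HEK-293 cells. Technique: luminescence from luciferase substrate reagent. Incubation: 1 h compound pre-incubation, 16 h PMA/ionomycin at 37 °C. Benchmarks: DMSO only as uninhibited control, 10 µM reference inhibitor as full inhibition. Repeats: tested once.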
PKA inh: blocks human protein kinase A activity; P17612; PKA Kemptide phosphorylation, Kinase-Glo ATP luminescence; inhibition, % at 6 µM; 0.1% of 65,000 active; AID 524;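 active = inhibition above the screen-wide mean inhibition plus 3 SD, cut at about 21% in these data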; also: many of its hits are not listed in these tables
MMP13 inh: MMP13 (human) collagenase inhibition. 0.07% of 65,000 active. AID 570. MMP-13 fTHP FRET cleavage, Mca fluorescence. P45452. inhibition, % at 4 µM;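 active = inhibition above the mean of compound-free control plate wells plus 3 SD, cut at about 14% in these data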;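 also: 0% = DMSO wells and 100% = wells with reference MMP-13 inhibitor after basal subtraction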
Jurkat viability: cytotoxicity toward Jurkat cells; 1.2% of 56,000 active; inhibition, % at 4 µM; Jurkat E6.1 viability, ATP luminescence, 48 h;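 active = inhibition above the mean inhibition of all tested compounds plus 3 SD, cut at about 28% in these data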
JNK3 blocker: inhibitors of human JNK3 kinase. P53779. inhibition, % at 8 µM. 0.61% of 60,000 active. AID 746. purified JNK3 kinase activity, HTS; in the data active = inhibition above about 17%;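 also: 0% = DMSO and 100% = reference inhibitor; many of its hits are not listed in these tables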
Target sequence (P53779 whole entry, looked up): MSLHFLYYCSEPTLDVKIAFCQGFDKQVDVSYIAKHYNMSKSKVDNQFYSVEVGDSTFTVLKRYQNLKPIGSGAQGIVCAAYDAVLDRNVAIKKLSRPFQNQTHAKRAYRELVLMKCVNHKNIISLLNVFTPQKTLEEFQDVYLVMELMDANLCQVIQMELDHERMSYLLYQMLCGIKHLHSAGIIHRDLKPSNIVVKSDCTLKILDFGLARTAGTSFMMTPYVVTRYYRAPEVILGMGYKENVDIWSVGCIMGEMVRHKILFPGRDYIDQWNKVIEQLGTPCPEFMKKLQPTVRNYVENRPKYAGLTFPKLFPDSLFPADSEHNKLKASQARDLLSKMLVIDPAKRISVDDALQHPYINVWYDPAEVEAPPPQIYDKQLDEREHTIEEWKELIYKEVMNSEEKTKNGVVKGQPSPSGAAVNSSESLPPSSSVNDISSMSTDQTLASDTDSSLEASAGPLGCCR
ROCK2 blocker: inhibitors of human Rho kinase 2. O75116. inhibition, % at 6 µM. AID 604. purified ROCK2, Kinase-Glo ATP depletion luminescence. 0.35% of 60,000 active;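 active = inhibition above the screen-wide mean inhibition plus 3 SD, cut at about 18% in these data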;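 also: plate controls were DMSO wells for no effect and Y-27632 control wells after no-enzyme background subtraction for full effect; many of its hits are not listed in these tables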
DUSP1 inh: blocks human MKP-1 phosphatase activity | P28562 | recombinant MKP-1, OMFP hydrolysis fluorescence | inhibition, %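 (compounds tested at a single concentration somewhere between 10 and 100 µM)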 | 0.15% of 65,000 active | AID 374;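 active = inhibition above about 50%, limit read from the data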;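 also: 0% = DMSO max control wells and 100% = wells with enzyme stopped by NaOH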
Target sequence (P28562 whole entry, looked up): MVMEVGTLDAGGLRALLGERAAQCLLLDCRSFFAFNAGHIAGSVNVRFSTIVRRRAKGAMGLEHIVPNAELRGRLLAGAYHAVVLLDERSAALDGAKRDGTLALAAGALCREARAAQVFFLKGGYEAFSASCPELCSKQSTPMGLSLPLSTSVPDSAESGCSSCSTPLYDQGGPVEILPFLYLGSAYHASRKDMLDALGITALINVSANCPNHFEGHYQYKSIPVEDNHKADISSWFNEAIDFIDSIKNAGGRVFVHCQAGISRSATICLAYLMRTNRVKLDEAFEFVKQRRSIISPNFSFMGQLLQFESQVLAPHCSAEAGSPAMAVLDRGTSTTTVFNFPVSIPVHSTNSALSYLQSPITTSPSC
TNAP act mid DEA: human TNAP activation, intermediate phosphate acceptor | 64,000 tested, under 10 active | P05186 | activation factor at 20 µM | purified TNAP, CDP-star luminescence, 100 mM DEA, 30 min; active compounds read high; scale: 0 levamisole-inhibited, 1 vehicle-only enzyme;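 active = activation factor of at least 2 at 20 µM, relative to controls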
* = called active by the depositor; . = no result given; [ ] = remark or other dose.

entry | compound | Cdc25B inh | HEK293 NFkB inh | PKA inh | MMP13 inh | Jurkat viability | JNK3 blocker | ROCK2 blocker | DUSP1 inh | TNAP act mid DEA
1 | CCCC(=O)C1=C(SCC)CC(C)(C)C(C(=O)OC)C1=O (configuration not stated) | -4 | 3 | 5 | 3 | -2 | 0 | -2 | 12 | 0.9
2 | Cc1cccc(-n2c(SCC(=O)Nc3ccc4c(c3)OCO4)nnc2-c2ccoc2C)c1 | -2 | 10 | 12 | 3 | -2 | 5 | 6 | 13 | 1
3 | Cc1ccc(S(=O)(=O)N2CCC(C(=O)N[C@@H](Cc3ccccc3)C(=O)O)CC2)cc1 | -5 | 1 | 0 | -5 | -1 | 0 | -7 | -8 | 0.9
4 | Cc1ccc(S(=O)(=O)c2nc(C)oc2NCc2ccccc2)cc1 | 0 | 8 | 0 | 5 | -1 | -2 | 0 | 1 | 0.9
5 | O=C(OCC(=O)c1ccc[nH]1)c1ccc(S(=O)(=O)N2CCCCC2)cc1 | -3 | 9 | 4 | 8 | . | . | . | 0 | 0.9
6 | O=C(COc1ccccc1Br)NCc1ccco1 | -10 | 5 | -4 | -2 | -2 | -10 | 5 | 8 | 0.9
7 | O=C(Nc1cnccn1)c1csc2ccccc12 | -14 | -2 | 5 | 1 | 2 | 5 | 5 | 10 | 0.8
8 | CCOC(=O)C1CCN(C(=O)CSc2nnc(-c3ccco3)n2-c2ccccc2)CC1 | 0 | -3 | -1 | -2 | -3 | 2 | 4 | 16 | 0.9
9 | Cc1cc(NC(=O)CSc2nc3c(c(=O)n2Cc2ccccc2)SC(C)C3)no1 (configuration not stated) | 5 | 6 | 4 | -1 | 3 | 6 | 2 | -4 | 0.8
10 | O=C(Nn1cnnc1)c1ccc(F)c(S(=O)(=O)N2CCCCC2)c1 | -17 | 19 | 10 | 3 | -6 | -1 | 7 | 22 | 0.9
11 | CC1CN(S(=O)(=O)c2ccc(-c3nc4ccccc4s3)cc2)CC(C)O1 (configuration not stated) | -3 | -7 | 6 | 1 | . | . | . | 8 | 0.9
12 | O=C(Nn1c(-c2ccccc2)nc2ccccc2c1=O)C1CCC1 | -4 | 25 | 8 | -1 | -6 | -4 | 5 | -21 | 0.9
13 | C=CCOc1ccccc1CN1CCSCC1 | -4 | 23 | -8 | 5 | 7 | -5 | -4 | 5 | 1
14 | N/C(=N/O)c1nc(N2CCCC2)nc(N(c2ccccc2)c2ccccc2)n1 | -10 | 21 | 11 | 3 | -1 | 3 | 7 | 2 | 0.9
15 | Cc1cccn2cc(CNC(=O)C3CCCCC3)nc12 | 4 | -12 | 13 | -20 | 3 | -3 | 5 | 2 | 1
16 | CC(Oc1ccc2oc(-c3ccccc3)c(C(=O)O)c2c1)C(=O)O (configuration not stated) | -16 | 6 | 10 | -262[fluorescence artefact?] | -2 | 6 | 5 | -15 | 0.8
17 | CCCC(=O)Nc1cc(Cl)ccc1N1CCN(C(=O)CC)CC1 | 26 | 13 | 0 | 7 | -2 | 5 | 1 | 17 | 0.9
18 | COCCn1c(-c2ccccc2)nc(=S)c2c1CC(C)(C)OC2 | -7 | 10 | 5 | 2 | -1 | -3 | 4 | 0 | 0.9
19 | CCOc1ccc(OCC(=O)c2c(O)c3ccccc3oc2=O)cc1 | 19 | -16 | 4 | 2 | -3 | 0 | 3 | 27 | 0.9
20 | CC(C)N1C(=O)CCC1C(=O)N1CCCc2ccccc21 (configuration not stated) | -5 | 8 | 5 | 0 | -5 | 5 | 4 | 6 | 1
21 | O=C(COC(=O)c1ccccn1)c1ccc(Br)cc1 | -2 | 15 | 4 | -3 | -1 | 12 | 7 | 1 | 1
22 | COc1ccc(N=C2SC(C(=O)Nc3ccc4c(c3)OCO4)CC(=O)N2C)cc1 (configuration not stated) | -9 | 6 | -1 | 3 | 4 | 0 | -4 | 10 | 1
23 | COc1ccc(-c2noc(-c3cc(C)cc(C)c3)n2)cc1OC | -21 | 0 | 5 | -3 | -4 | -1 | 3 | 6 | 0.9
24 | O=C(N1CCN(Cc2ccc3c(c2)OCO3)CC1)C12CC3CC(CC(C3)C1)C2 | -6 | 16 | -2 | 1 | . | . | . | 5 | 1
25 | O=C(CCN1CCN(c2ccccc2)CC1)Nc1ccccc1F | -6 | 13 | 11 | -1 | -5 | -7 | 4 | 7 | 0.8
26 | CC(C)(C)c1cn(-c2ccccc2)c(=S)[nH]1 | -11 | 16 | 4 | -1 | -10 | 2 | 2 | -10 | 0.9
27 | CC(=O)c1cccc(NC(=O)c2ccc(S(=O)(=O)N3CCCCC3)cc2)c1 | -12 | 22 | 6 | 5 | 10 | 4 | 1 | -3 | 1
28 | O=C(NCCN1CCN(c2cccc(Cl)c2)CC1)C1CCCN(S(=O)(=O)c2cnc[nH]2)C1 (configuration not stated) | -7 | 17 | 8 | 0 | -9 | 5 | 4 | 8 | 0.9
29 | Brc1ccc(C2=Nn3c(nnc3-c3n[nH]c4c3CCC4)SC2)cc1 | 3 | 32 | 1 | 4 | 79* | -6 | -5 | 40 | 1
30 | Cc1oc2cc(O)cc(O)c2c(=O)c1-c1ccc2c(c1)OCCCO2 | 8 | 8 | 7 | 4 | -1 | -7 | 0 | -4 | 1
31 | CCOC(=O)c1[nH]c(C)c(C(=O)Nc2ccc(C)c(C)c2)c1C | -7 | -6 | 7 | -5 | 13 | 3 | 5 | 3 | 0.9
32 | Cc1cc(C)c2c(CC(=O)NCc3ccco3)coc2c1 | 18 | 6 | -3 | -2 | 13 | 1 | -5 | -5 | 1
33 | COc1nc(N(C#N)CC(N)=O)nc(N2CCCC2)n1 | 14 | -10 | 5 | 2 | -10 | 4 | 5 | 0 | 1
34 | O=C(c1ccccc1)c1cncc(Br)c1 | -6 | 16 | 0 | 4 | 6 | 5 | -3 | -2 | 0.9
35 | O=C(Oc1ccc(-c2nnco2)cc1)N1CCOCC1 | -1 | 9 | 5 | 1 | 3 | 2 | 5 | -7 | .
36 | CC(C)(C)NC(=O)CSc1nnnn1C(C)(C)C | 14 | 6 | 0 | 2 | -1 | 7 | 1 | 0 | 1
37 | COc1ccc(Cl)cc1N1CCN(CCNC(=O)Nc2ccccc2C)CC1 | -5 | -1 | 14 | 3 | -2 | 1 | 10 | -10 | 1
38 | CCOc1ccc(C2C(C(=O)OC)=CN(CCOC)C=C2C(=O)OC)cc1 | -10 | 18 | 2 | -303[fluorescence artefact?] | 1 | -5 | 4 | 4 | 1.1
39 | CCCCN(CCCNC(=O)C1CCCN(S(=O)(=O)CC)C1)Cc1ccccc1 (configuration not stated) | 6 | 5 | -2 | 1 | 3 | 4 | 1 | 0 | 1
40 | Cc1oc(-c2cccc(Cl)c2)nc1CN1CCC(C(=O)N2CCN(c3ccccn3)CC2)CC1 | -40 | -5 | 4 | -9 | -4 | -3 | 1 | -1 | 0.9

Next section; the last six above are carried over.
entry | compound | Cdc25B inh | HEK293 NFkB inh | PKA inh | MMP13 inh | Jurkat viability | JNK3 blocker | ROCK2 blocker | DUSP1 inh | TNAP act mid DEA
35 | O=C(Oc1ccc(-c2nnco2)cc1)N1CCOCC1 | -1 | 9 | 5 | 1 | 3 | 2 | 5 | -7 | .
36 | CC(C)(C)NC(=O)CSc1nnnn1C(C)(C)C | 14 | 6 | 0 | 2 | -1 | 7 | 1 | 0 | 1
37 | COc1ccc(Cl)cc1N1CCN(CCNC(=O)Nc2ccccc2C)CC1 | -5 | -1 | 14 | 3 | -2 | 1 | 10 | -10 | 1
38 | CCOc1ccc(C2C(C(=O)OC)=CN(CCOC)C=C2C(=O)OC)cc1 | -10 | 18 | 2 | -303[fluorescence artefact?] | 1 | -5 | 4 | 4 | 1.1
39 | CCCCN(CCCNC(=O)C1CCCN(S(=O)(=O)CC)C1)Cc1ccccc1 (configuration not stated) | 6 | 5 | -2 | 1 | 3 | 4 | 1 | 0 | 1
40 | Cc1oc(-c2cccc(Cl)c2)nc1CN1CCC(C(=O)N2CCN(c3ccccn3)CC2)CC1 | -40 | -5 | 4 | -9 | -4 | -3 | 1 | -1 | 0.9
41 | CCCCCn1c(=O)c(C(=O)OCC)c(O)c2ccccc21 | 15 | -5 | 4 | -1 | 5 | 1 | 0 | -15 | 0.9
42 | Cc1nc2sc3c(NCc4ccco4)ncnc3c2c2c1COC(C)(C)C2 | -34 | . | 7 | -10 | . | -2 | 12 | 15 | 0.8
43 | Cc1cc(C)c2c(CN3CCN(CCO)CC3)cc(=O)oc2c1 | -11 | 15 | 4 | 2 | 1 | 0 | -1 | -1 | 0.9
44 | CC(=O)c1ccc(OCC(O)CN2CCCC(C)C2)cc1 (configuration not stated) | -4 | -2 | 6 | 1 | -2 | 1 | 2 | 5 | 0.9
45 | CCOCCCn1cnc2c(c1=O)c1nc3ccccc3nc1n2-c1ccccc1 | 4 | 10 | 3 | -22 | 4 | 0 | -2 | 29 | 0.9
46 | Nc1nnc(SCc2coc(-c3ccc(Cl)cc3)n2)s1 | 20 | -3 | 8 | 2 | 4 | 1 | 9 | 10 | 1
47 | CCOc1ccc(C(=O)NCc2cccs2)cc1 | -3 | 9 | 0 | -2 | 13 | -2 | -9 | 13 | 1
48 | Cc1nc2c(nnn2Cc2ccccc2)c(=O)n1-c1ccccc1 | -3 | 13 | 5 | 6 | -2 | 4 | 2 | 3 | 1
49 | CCOC(=O)c1cccc(NC(=O)CCc2c(C)nc3ncnn3c2C)c1 | -4 | 9 | 13 | -6 | -5 | 4 | 8 | 20 | 0.9
50 | CCOC(=O)C(C)NC(=O)C(NC(=O)C1CCC(CC)CC1)C(C)C (configuration not stated) | 5 | 26 | 12 | 1 | . | . | . | 5 | 0.9
51 | O=S(=O)(c1ccc(OCC(O)CN2CCC(Cc3ccccc3)CC2)cc1)N1CCOCC1 (configuration not stated) | -22 | 8 | -1 | 2 | 10 | -1 | -1 | -6 | 0.9
52 | COc1ccc(Cl)cc1N1CC(c2nc3ccccc3[nH]2)CC1=O (configuration not stated) | -6 | 10 | 2 | 8 | 1 | 3 | 2 | -5 | 0.9
53 | CC(C)OCCCNC(=O)c1ccncc1 | 42 | 15 | -6 | 3 | 12 | -1 | -8 | 9 | 1
54 | COc1ccc(Br)cc1C1CC(=O)N2CN(Cc3ccccc3)CSC2=C1C#N (configuration not stated) | 3 | 10 | 4 | 0 | -6 | 5 | 0 | 2 | 0.9
55 | O=C(c1ccco1)N1CCN(c2ncnc3c(-c4ccccc4)nsc23)CC1 | 0 | -17 | 4 | -5 | -3 | -4 | 6 | 34 | 1.1
56 | CCN(CC)c1ccc2cc(C(=O)Nc3ccc(-n4cnnn4)c(OC)c3)c(=O)oc2c1 | 4 | 8 | 3 | -5 | -1 | 1 | -1 | 18 | 1
57 | COC(=O)c1[nH]c2ccc(C)cc2c1NC(=O)C(C)N1CCN(C2CCCCC2)CC1 (configuration not stated) | -2 | 12 | 8 | -39 | 6 | 2 | 6 | 25 | 0.9
58 | CC(=O)Nc1ccc(S(=O)(=O)N2CCCN(S(=O)(=O)c3ccc(NC(C)=O)cc3)CC2)cc1 | -3 | 19 | 12 | -4 | 0 | 6 | 6 | -12 | 0.9
59 | COc1cc(C(=O)NCCC(=O)NCCCN2CCCCC2C)cc(OC)c1OC (configuration not stated) | -9 | 0 | 6 | 3 | 0 | 2 | 4 | -10 | 1
60 | O=C(NCCCN1CCN(Cc2ccccc2)CC1)c1nnc(Cc2c(F)cccc2Cl)o1 | -25 | 10 | -11 | 3 | 8 | 4 | -8 | 27 | 1
61 | COC(=O)C1=CNC=C(C(=O)OC)C1c1ccc(Cl)cc1 | -1 | 16 | 8 | -349[fluorescence artefact?] | -4 | -7 | 8 | 6 | 1.1
